HePTP inh = inhibitors of human HePTP phosphatase, primary screen, biochemical, absorbance, leukemia target. recombinant HePTP phosphatase activity, OD absorbance. AID 521, 2006. inhibition, % at 20 µM. Tyrosine-protein phosphatase non-receptor type 7 (Homo sapiens), P35236. actives 0.64% (n = 110,000); in the data active means inhibition above about 50%;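 further: plate controls were vehicle for no effect and reference inhibitor for full effect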
Target sequence (P35236 whole entry, looked up): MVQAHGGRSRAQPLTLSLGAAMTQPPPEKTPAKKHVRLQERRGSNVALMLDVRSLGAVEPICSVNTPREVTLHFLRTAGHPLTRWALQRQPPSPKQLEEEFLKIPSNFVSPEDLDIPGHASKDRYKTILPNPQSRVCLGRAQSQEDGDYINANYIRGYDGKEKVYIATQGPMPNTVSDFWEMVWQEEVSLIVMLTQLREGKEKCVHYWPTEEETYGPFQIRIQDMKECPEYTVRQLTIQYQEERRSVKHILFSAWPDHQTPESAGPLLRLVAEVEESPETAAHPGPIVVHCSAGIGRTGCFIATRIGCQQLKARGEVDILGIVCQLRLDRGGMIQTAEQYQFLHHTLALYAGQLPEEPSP
BAP1 inh = inhibitors of BAP1 deubiquitinase, primary screen, biochemical, Ub-AMC fluorescence, kinetic | actives 0.48% (n = 72,000) | activity remaining (% of control), % at 20 µM | AID 436, 2006 | recombinant BAP1, Ub-AMC hydrolysis fluorescence kinetic; active compounds read low;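 active means activity remaining at or below 50% of control, provided the compound also passes the data quality filters; inactive means the rest, including low values that fail the filters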;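 further: 100% = DMSO wells rate and 0% = substrate alone blank rate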
Target sequence (Q92560 whole entry, looked up): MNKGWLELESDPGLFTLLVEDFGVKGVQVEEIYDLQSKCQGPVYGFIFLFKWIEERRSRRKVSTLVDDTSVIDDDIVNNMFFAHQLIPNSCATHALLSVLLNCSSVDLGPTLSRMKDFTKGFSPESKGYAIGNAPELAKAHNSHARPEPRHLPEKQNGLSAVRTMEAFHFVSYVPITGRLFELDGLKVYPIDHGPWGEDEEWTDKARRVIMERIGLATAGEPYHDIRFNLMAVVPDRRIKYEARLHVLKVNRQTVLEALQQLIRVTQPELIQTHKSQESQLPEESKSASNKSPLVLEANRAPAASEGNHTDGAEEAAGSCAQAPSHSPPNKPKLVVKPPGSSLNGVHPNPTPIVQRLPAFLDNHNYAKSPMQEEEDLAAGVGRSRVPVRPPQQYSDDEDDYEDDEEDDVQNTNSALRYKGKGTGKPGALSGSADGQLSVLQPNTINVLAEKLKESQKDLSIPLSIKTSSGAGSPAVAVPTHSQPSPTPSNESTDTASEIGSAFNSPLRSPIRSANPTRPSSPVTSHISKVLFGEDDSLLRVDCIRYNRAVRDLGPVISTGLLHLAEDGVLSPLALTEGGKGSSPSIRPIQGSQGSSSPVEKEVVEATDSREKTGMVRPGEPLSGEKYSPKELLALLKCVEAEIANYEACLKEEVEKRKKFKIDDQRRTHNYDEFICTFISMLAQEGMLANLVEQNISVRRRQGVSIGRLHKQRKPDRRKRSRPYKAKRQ
Active calls of the source: *; x = not tested or not shown; & = joins results of further samples.

SMILES	HePTP inh	BAP1 inh
COc1cc(C(=O)NCCc2cn3ccc(C)cc3n2)cc(OC)c1OC	9.1	97.6
O=C(c1cc(F)c(F)cc1Cl)N1CCCCC1	7.6	103.9
CC(=O)Oc1ccc2c(c1)oc(=O)c1c3cc(OC(C)=O)c(OC(C)=O)cc3oc21	6.5	x
c1ccc(Cn2ncc3c2ncn2c(-c4ccncc4)nnc32)cc1	-5.0	96.9
CCCCn1c(=N)n(CC(O)COc2cccc(C)c2)c2ccccc21 (centres undefined)	1.7	104.3
Cc1occc1C(=O)NCCCc1ccccc1	-2.2	91.9
Cn1c(=O)n(Cc2ccccc2)c(=O)c2c1nc1n2CCS1	2.6	113.8
N#Cc1ccc(Oc2cccc(C(=O)O)c2)cc1C#N	2.8	91.4
Cc1ccc(Sc2c(-c3ccccc3)nc3ncccn23)cc1	x	168.0
COc1ccc(F)cc1CN1CCN(C(=O)CCC(=O)Nc2nnc(C(C)C)s2)CC1	9.0	92.8
COC(=O)c1ccc(NC(=O)C2C3CCC(C3)C2C(=O)O)cc1 (centres undefined)	-9.4	106.4
COc1ccc(C(=O)N2CCN(C(=O)c3cccs3)CC2)cc1	-4.0	x
O=C(N/N=C/c1cccc([N+](=O)[O-])c1)C1COc2ccccc2O1 (centres undefined)	0.0	x
COc1ccc(NC(=O)CCC2CCCC2)cc1OC	5.1	108.0
O=C(Nc1cccc2nsnc12)c1ccc(-c2cccc(Cl)c2)o1	-1.6	229.4
O=C(NCc1ccco1)c1ccccc1NS(=O)(=O)c1ccc2c(c1)OCCO2	-6.1	88.8
NC(=O)C1CCN(Cc2c(O)ccc3ccccc23)CC1	0.2	x
COc1ccc(C(=O)N2CCN=C2SCc2cccnc2)c(OC)c1	7.1	98.2
CCOC(=O)N1CCN(C(=O)c2cnc3n(c2=O)CCS3)CC1	6.2	92.2
CC(C)(C)OC(=O)N1CCOCCOCCN(C(=O)OC(C)(C)C)CCOCCOCC1	-4.2	103.4
Cc1cc(Cl)ccc1OCC(=O)N1CCN(c2ccccn2)CC1	-4.1	x
Nc1nc(N2CCOCC2)nc2ccccc12	3.7	x
CCOc1ccc(C(=O)Nc2ccc3c(c2)OCCO3)cc1OC	-9.3	91.0
CCOC(=O)c1c(N)sc2c1CCC(c1ccccc1)C2 (centres undefined)	20.3	x

Some values from the entries so far:
NC(=O)C1CCN(Cc2c(O)ccc3ccccc23)CC1 in HePTP inh → 0.2
O=C(NCc1ccco1)c1ccccc1NS(=O)(=O)c1ccc2c(c1)OCCO2 in HePTP inh → -6.1
O=C(N/N=C/c1cccc([N+](=O)[O-])c1)C1COc2ccccc2O1 (centres undefined) in HePTP inh → 0.0

Further entries follow.
SMILES	HePTP inh	BAP1 inh
CC1(C)CC(=O)C2=C(C1)N(Cc1cccnc1)C(=O)C2(NC(=O)C1CC1)C(F)(F)F (centres undefined)	9.7	146.1
CCCCn1c(NC(C)CC)nc2c1c(=O)[nH]c(=O)n2C (centres undefined)	-12.5	103.4
CC1(C)CC(=O)C2=C(C1)c1c(ccc3ccccc13)NC2c1cccs1 (centres undefined)	2.7	x
COc1ccc(C(=O)Nc2ccccc2)cc1NC(=O)c1ccc(Cl)c(Cl)c1	6.4	x
O=[N+]([O-])c1ccc2c(c1)S(=O)(=O)N=C2Nc1cccnc1	-2.8	x
CCC1=NN2C(=N)/C(=C/c3ccc(-c4ccc(Cl)cc4)o3)C(=O)N=C2S1	-20.9	x
COc1ccccc1N=C(C)C1=C(O)CSC1=O	0.6&-0.4	93.7
O=C(NCCCN1CCCC1=O)c1cccc(N2CCCC2=O)c1	-0.7	90.4
COC(=O)c1c(C)[nH]c(C(=O)OCc2ccc(F)cc2)c1C	0.4	107.5
c1ccc(OCCCCN2CCCC2)cc1	-6.3	x
COc1cccc(/C=N/NC(=O)CC2C(=O)NN=C2C)c1O (centres undefined)	4.0	x
CCOc1ccc(OCC)c(C2C(C#N)=C(N)Oc3[nH]c(=O)[nH]c(=O)c32)c1 (centres undefined)	-8.5	x

In a second layout: 6 of the compounds above.
Structure,HePTP inh,BAP1 inh
O=[N+]([O-])c1ccc2c(c1)S(=O)(=O)N=C2Nc1cccnc1,-2.8,x
CCC1=NN2C(=N)/C(=C/c3ccc(-c4ccc(Cl)cc4)o3)C(=O)N=C2S1,-20.9,x
COc1ccccc1N=C(C)C1=C(O)CSC1=O,0.6&-0.4,93.7
O=C(NCCCN1CCCC1=O)c1cccc(N2CCCC2=O)c1,-0.7,90.4
COC(=O)c1c(C)[nH]c(C(=O)OCc2ccc(F)cc2)c1C,0.4,107.5
c1ccc(OCCCCN2CCCC2)cc1,-6.3,x

Continuation:
SMILES	HePTP inh	BAP1 inh
CC(=O)N1C(C(=O)O)CSC1c1ccc(C)cc1 (centres undefined)	10.7	102.4
Cc1c(C(=O)N2CCN(C)CC2)oc2ccc(S(=O)(=O)N3CCOCC3)cc12	6.1	x
C=CCN1C(=O)/C(=C\c2ccc(-c3ccccc3[N+](=O)[O-])o2)C(=O)NC1=S	15.0	x
COc1cccc(-c2ccc(=O)n(CC(=O)NCCN3CCOCC3)n2)c1	3.9	103.5
Cc1ccc(N2C(=O)C(Cl)=C(NC3CCCCC3)C2=O)c(C)c1	x	95.8
O=C1C(Cl)=CC(=NSc2nc3ccccc3s2)C=C1Cl	68.4*	x
CCOC(=O)C1CCN(CC(=O)Nc2c(C(=O)OC)[nH]c3ccc(Cl)cc23)CC1	7.1	95.1
Cc1ccc(/C=C2\SC(N3CCN(C)CC3)=NC2=O)cc1	-6.4	x
COc1ccc(/C=C2/C(=O)NN(c3ccccc3)C2=O)c(OC)c1	5.4	x
NC(N)=NS(=O)(=O)c1ccc(NC(=S)Nc2ccccc2)cc1	-3.3	x
COCCCNC(=O)C(=O)NC(C)C	-12.3	x
Cc1nnc(NC2=NCCC2)o1	7.3	128.7
CCCc1nnc(SCC(=O)Nc2ccc(OCC)cc2)n1N	-0.9	97.1
CC(C(=O)N1c2ccccc2-c2c(ssc2=S)C1(C)C)N1C(=O)c2ccccc2C1=O (centres undefined)	-20.1	x
CC(NC(=O)c1cn(C)c2ccc(S(=O)(=O)N3CCCC3)cc2c1=O)c1ccc2c(c1)OCCO2 (centres undefined)	1.4	66.1
COc1cc(NC(=O)c2ccc(COCC(F)(F)F)o2)cc(OC)c1OC	6.3	92.5
CCOC(=O)C1=C(C)N=c2s/c(=C\c3cc(Br)ccc3OC(C)=O)c(=O)n2C1c1ccccc1 (centres undefined)	5.0	x
CCn1c2ccccc2c2nnc(SCc3ccc(C(=O)OC)o3)nc21	7.8	80.9
CC(C)(C)C1=C(C#N)C(c2ccc3c(c2)OCO3)C(C#N)=C(N)O1 (centres undefined)	-1.1	122.0
CN=C1SC(CC(=O)Nc2ccc(N3CCOCC3)cc2)C(=O)N1C (centres undefined)	-5.1	79.7
COc1cccc(-c2nnc3sc(-c4ccco4)nn23)c1	-6.5	69.8
COc1ccc(C2CC(=O)C3=C(C2)Nc2ccccc2NC3c2ccncc2)cc1OC (centres undefined)	2.4	x
CC1=C(C(=O)OC(C)C)C(c2coc3ccc(Cl)cc3c2=O)C2=C(CCCC2=O)N1 (centres undefined)	x	107.2
Cc1cc2nsnc2c(S(=O)(=O)NCC(=O)O)c1C	5.1	97.7
CCCc1cc(=O)[nH]c(SCC(=O)NC(=O)c2ccccc2)n1	-11.1	100.1
CCOc1ccccc1-n1nnnc1SCC(=O)Nc1cc(C)on1	-9.7	101.9
CCOc1ccc(OCC)c(NC(=O)C2CCCN2S(=O)(=O)c2cccc3cccnc23)c1 (centres undefined)	7.8	87.8
COc1ccc(C(=O)Nc2ccc(NC(=O)c3ccc(Br)cc3)cc2)cc1	8.6	x
CC(=O)Nc1ccc(C(=O)NC2=NCCS2)cc1	4.2	x
COc1cccc(N2CCN(CC(=O)Nc3nnc(-c4ccccc4)s3)CC2)c1	5.2	54.1
COc1ccc(N(CC(O)Cn2nnc3ccccc32)S(=O)(=O)c2ccc(C)cc2)cc1 (centres undefined)	1.0	89.0
O=C1CC(Nc2ccccc2)C(=O)N1Cc1ccccc1 (centres undefined)	-1.4	x
CCOC(=O)c1cnc(N2CCOCC2)[nH]c1=O	-2.7	97.3
O=[N+]([O-])c1ccc(C=Nc2cc3c(cc2Br)OCCO3)cc1	0.5	x
O=C(CSCc1ccccc1)N1CCN(Cc2ccc3c(c2)OCO3)CC1	x	103.6
COCc1cc(C)nc(Nc2cc(C)ccc2C)c1C#N	2.6	91.9

Printed as active in HePTP inh (from the list above):
SMILES	HePTP inh	BAP1 inh
O=C1C(Cl)=CC(=NSc2nc3ccccc3s2)C=C1Cl	68.4*	x

A second format for part of the listing above.
O=C1CC(Nc2ccccc2)C(=O)N1Cc1ccccc1 (centres undefined)
  HePTP inh = -1.4; BAP1 inh = x

CCOC(=O)c1cnc(N2CCOCC2)[nH]c1=O
  HePTP inh = -2.7; BAP1 inh = 97.3

New compounds follow
SMILES	HePTP inh	BAP1 inh
COc1ccc(Cn2nnnc2C(C(C)C)N2CCN(c3ccccc3OC)CC2)cc1 (centres undefined)	-1.8	x
Cc1cc(N)c(-n2cc3c(=O)n(C)c(=O)n(C)c3c2)cc1C	2.9	89.0
CCOc1cc(C2NC(=S)NC(C)=C2C(=O)Nc2ccccc2C)ccc1O (centres undefined)	-6.8	x
C=C(C)Cn1c(=O)c2c(nc3n2CCN3c2cccc(Cl)c2C)n(C)c1=O	5.2	99.2
CN(CCNC(=O)c1ccc(/C=N/O)nc1)Cc1ccccc1	4.5	126.9
Cc1ccc(-n2nc3c(c2NC(=O)c2ccc(C)c(C)c2)CSC3)c(C)c1	x	90.6
O=C1CCCc2oc3ccc(NS(=O)(=O)c4ccc(F)cc4)cc3c21	-4.2	x
Cc1cccc(NCC(O)Cn2cnc3c2c(=O)n(C)c(=O)n3C)c1 (centres undefined)	2.4	122.7
CC(C)(C)NS(=O)(=O)c1ccc(CCC(=O)N2CCCCC2)cc1	2.2	99.1
CCc1c(O)nc(SCC(=O)Nc2ccc(C)cc2)n(C2CCCCC2)c1=O	9.9	63.3
COc1ccc(C(CC(=O)c2ccc(Br)cc2)Nc2ccc([N+](=O)[O-])cc2)cc1 (centres undefined)	-11.0	x
Brc1c(CSc2nncn2-c2ccccc2)nc2ncccn12	-7.8	x
O=C(COC(=O)c1ccc(Br)c(S(=O)(=O)N2CCOCC2)c1)NCC1CCCO1 (centres undefined)	7.1	x
CCN(CC)CCOC(=O)c1cccc(Cl)c1	0.6	93.1
NNC(=O)c1cc(-c2ccc(Br)cc2)n[nH]1	4.4	x
O=[N+]([O-])c1ccc(N2CCN(CCO)CC2)cc1NCCc1ccccc1	5.1	x
COc1ccc2ccccc2c1CN1CCCC(CO)C1 (centres undefined)	5.7	100.7
COc1ccc(-c2nsc(SCC(=O)Nc3cc(C)on3)n2)cc1	13.1	68.3
COc1ccc(C2C(C(C)=O)=C(C)Nc3ncnn32)cc1 (centres undefined)	x	161.2
O=C(CCSc1nnc(-c2ccncc2)o1)Nc1ccccc1	13.2	90.6
O=C(O)CNS(=O)(=O)c1ccc2c(c1)C(=O)c1cc(S(=O)(=O)NCC(=O)O)ccc1-2	10.5	x
O=C(NN1CCOCC1)c1cccc(F)c1	6.3	x
Cc1ccc(S(=O)(=O)c2c(C)nn(C(C)(C)C)c2OC(=O)c2ccco2)cc1	5.6	107.0
COc1cc(C(c2sc3nc(C)nn3c2O)N2CCc3ccccc3C2)cc(OC)c1OC (centres undefined)	-10.3	84.8
COC(=O)CN(n1cnnc1)S(=O)(=O)c1ccccc1	4.0	95.9
Cc1c(-c2ccccc2)sc(N)c1C(=O)N1CCOCC1	7.0	93.8
CCOC(=O)c1c(NC(=O)c2ccccc2OCC)sc2c1CCCC2	11.0	x
CCCCNC(=O)c1nn2cc(Br)cnc2c1Br	22.7	x
CCOC(=O)CC1(CC(=O)OCC)NC(=O)c2c(C)sc(C(=O)OCC)c2N1	-5.8	70.9
O=c1/c(=C/c2ccc(Cl)cc2Cl)sc2nc(-c3ccccc3)nn12	0.9	x
C=CCN1C(=O)/C(=C/c2c(NC)nc3ccccn3c2=O)SC1=S	-10.7	x
CC(C)(C)c1cnnn1-c1ccc([N+](=O)[O-])cc1	x	121.9
c1ccc2c(c1)cc(-c1nc3ccccc3[nH]1)c1nc3ccccc3n12	x	127.0
C=CCC(NCc1ccccc1)c1ccco1 (centres undefined)	1.4	131.4
CCOC(=O)N1CCC(Nc2ncnc3c2cnn3-c2ccc(C)cc2C)CC1	25.7	90.0
CC1CCC/C(=C(\C#N)c2nc(-c3cc4ccccc4oc3=O)cs2)C1 (centres undefined)	10.0	x
CCCCCOC(=O)C1=C(C)NC2=C(C(=O)CC(C)(C)C2)C1c1ccccc1I (centres undefined)	x	120.0
O=c1[nH]c(=O)n(Cc2ccc(F)cc2)c(O)c1/C=C1/C=CC=N1	5.0	x
CCCCC(CC)Cn1c(N)c(C#N)c2nc3ccccc3nc21 (centres undefined)	7.1	x
Cc1cccc(NC(=O)c2c(NC(=O)Cc3ccccc3)sc3c2CCC3)c1	-15.3	x
Cc1ccccc1NC(=O)C1CCN(c2cnccn2)CC1	-3.1	80.0
O=C1C(=O)N(CCO)C(c2ccccc2)/C1=C(\O)c1ccccc1 (centres undefined)	3.0	98.0
CC(C)CC(=O)N1c2ccccc2NC2=C(C(=O)CC(C)(C)C2)C1c1ccc2c(c1)OCO2 (centres undefined)	2.7	x
O=C(Nc1ccc2ccccc2c1)c1ccc(C(F)(F)F)cc1	6.7	x
O=c1cc(-c2ccccc2)nc(N2CCN(Cc3ccc4c(c3)OCO4)CC2)[nH]1	9.9	130.8
COc1ccccc1OCC(=O)NCc1cccnc1	-9.4	x
